High-throughput results (PubChem)
IDE inh = human IDE inhibitors in live cells, primary screen, fluorescence polarization, HEK cells, FAbetaB substrate | Insulin-degrading enzyme (Homo sapiens), P14735 | inhibition, % at 5.59 µM | hit rate 0.41% among 320,000 | FAbetaB cleavage;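 active = percent inhibition above the average of all tested compounds plus 3 SD, set per screening campaign, cut at about 16% in these data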;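 also: IDE supplied by intact live HEK cells; FP after avidin binding of uncleaved biotin substrate so inhibition keeps polarization high; 0% = DMSO wells and 100% = 60 µM reference IDE inhibitor Ii1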
Target sequence (P14735 whole entry, looked up): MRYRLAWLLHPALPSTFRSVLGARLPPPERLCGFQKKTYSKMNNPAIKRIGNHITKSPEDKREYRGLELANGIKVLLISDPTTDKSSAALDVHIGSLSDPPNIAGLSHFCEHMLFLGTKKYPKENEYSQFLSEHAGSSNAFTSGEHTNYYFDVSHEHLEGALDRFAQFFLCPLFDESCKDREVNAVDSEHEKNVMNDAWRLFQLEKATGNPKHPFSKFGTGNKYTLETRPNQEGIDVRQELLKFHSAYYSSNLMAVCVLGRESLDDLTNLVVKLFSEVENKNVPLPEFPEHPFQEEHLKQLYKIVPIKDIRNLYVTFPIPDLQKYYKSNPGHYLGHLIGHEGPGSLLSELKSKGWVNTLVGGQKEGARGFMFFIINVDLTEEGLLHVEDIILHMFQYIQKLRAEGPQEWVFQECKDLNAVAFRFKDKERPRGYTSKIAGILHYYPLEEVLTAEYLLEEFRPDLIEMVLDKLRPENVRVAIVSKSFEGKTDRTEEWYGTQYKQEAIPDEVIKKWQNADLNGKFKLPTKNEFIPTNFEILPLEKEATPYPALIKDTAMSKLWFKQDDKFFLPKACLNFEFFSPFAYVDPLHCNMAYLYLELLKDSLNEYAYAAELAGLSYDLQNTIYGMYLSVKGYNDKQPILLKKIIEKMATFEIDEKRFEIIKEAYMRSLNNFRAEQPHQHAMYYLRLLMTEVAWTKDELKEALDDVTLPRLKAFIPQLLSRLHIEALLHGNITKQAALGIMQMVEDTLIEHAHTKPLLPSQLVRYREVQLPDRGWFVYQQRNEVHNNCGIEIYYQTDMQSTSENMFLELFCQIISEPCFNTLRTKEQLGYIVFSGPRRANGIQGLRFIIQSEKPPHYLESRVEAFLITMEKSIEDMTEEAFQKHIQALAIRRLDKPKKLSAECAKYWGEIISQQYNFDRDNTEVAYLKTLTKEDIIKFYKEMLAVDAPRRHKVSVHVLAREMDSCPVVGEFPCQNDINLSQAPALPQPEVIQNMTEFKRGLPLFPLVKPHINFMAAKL
CRFR2-BP antag = antagonists of CRF-BP/CRF-R2 complex, primary screen, cell-based, HEK293, calcium dye fluorescence, uHTS; CRF-induced calcium fluorescence; hit rate 0.59% among 350,000; AID 588475, 2011; inhibition, % at 11.8 µM;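 active = inhibition of the ligand-induced calcium signal above about 50% at the single tested concentration, limit read from the data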
CRFR2-BP ag = agonists of CRF-BP/CRF-R2 complex, primary screen, cell-based, HEK293, calcium dye fluorescence, uHTS | CRF-binding protein / CRF receptor 2 complex (human) | calcium dye fluorescence (FLIPR); percent of saturating CRF peptide response | activation, % at 13.2 µM | hit rate 0.46% among 350,000;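 active = activation of at least 50%, plus an integration ratio under a set limit after plate pattern correction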;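 also: plate controls were neutral control wells without compound for no effect and CRF at EC100 for full effect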
CHRM5 PAM = human M5 muscarinic receptor positive allosteric modulators, primary screen, CHO-K1 cells, Fluo-8 calcium fluorescence | CHO-K1 hM5, ACh EC20 PAM; 0% = ACh EC20, 100% = ACh EC100 | activation, % at 3 µM | hit rate 0.3% among 360,000 | AID 624038, 2012;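 active = activation above the run cutoff, the mean activation of all test compounds plus 3 SD, cut at about 18% in these data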
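System: CHO-K1 cell line with stable human muscarinic M5 receptor expression | Also added: EC20 acetylcholine as agonist stimulus | Compound: One concentration, 3 µM final (nominal) | Timing: Fluo-8 loading 80 min at 37 °C plus 30 min room temperature | Measured by: Fluo-8 calcium dye fluorescence, kinetic read | Read-out basis: % activation, ACh-normalized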
M5 antag = human M5 muscarinic receptor antagonists, primary screen, CHO cells, Fluo-8 calcium fluorescence; Muscarinic acetylcholine receptor M5 (Homo sapiens), P08912; CHO-hM5 cells, ACh EC80; inhibition, % at 3 µM; hit rate 0.59% among 360,000;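 active = inhibition above a per-plate cutoff, the mean of that plate's test compounds plus 3 SD, cut at about 27% in these data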;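 also: 0% = acetylcholine EC80 with DMSO and 100% = DMSO without agonist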
CHRM4 agonist = human M4 muscarinic receptor agonists, primary screen, CHO-K1 cells, Fluo-8 calcium fluorescence; Muscarinic acetylcholine receptor M4 (Homo sapiens), P08173; CHO-K1 hM4/Gqi5; vehicle 0%, full acetylcholine response 100%; activation, % at 3 µM; hit rate 0.14% among 360,000; AID 624127, 2012;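 active = activation above the run mean over all test wells plus 3 SD, cut at about 32% in these data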;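 also: peak over basal fluorescence ratio per well then scaled between controls; 0% = DMSO wells and 100% = acetylcholine at EC100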
CHRM4 antagonist = human M4 muscarinic receptor antagonists, primary screen, CHO cells, Fluo-8 calcium fluorescence; AID 624125, 2012; hit rate 0.73% among 360,000; Muscarinic acetylcholine receptor M4 (Homo sapiens), P08173; CHO-hM4 cells, ACh EC80; inhibition, % at 3 µM;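 active = inhibition above its plate's cutoff, the mean inhibition of sample wells plus 3 SD, cut at about 27% in these data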;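 also: 0% = acetylcholine EC80 with DMSO and 100% = DMSO without agonist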
M4 PAM = human M4 muscarinic receptor positive allosteric modulators, primary screen, CHO-K1 cells, Fluo-8 calcium fluorescence; CHO-K1 hM4/Gqi5, ACh EC20; 0% = ACh EC20, 100% = maximal ACh; activation, % at 3 µM; hit rate 0.4% among 360,000; AID 624126, 2012;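 active = activation above its plate's cutoff, the mean activation of sample wells plus 3 SD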; also: some results filed as inactive read as strong as hits
M5 ag = human M5 muscarinic receptor agonists, primary screen, CHO-K1 cells, Fluo-8 calcium fluorescence; Muscarinic acetylcholine receptor M5 (Homo sapiens), P08912; CHO-K1 hM5 cells; 0% DMSO wells, 100% maximal acetylcholine response; activation, % at 3 µM; hit rate 0.19% among 360,000; AID 624037, 2012;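 active = activation above the run's mean over test compounds plus 3 SD, cut at about 23% in these data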;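 also: signal is peak over basal fluorescence ratio across the kinetic read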
Active calls of the source: *; . = no result given. Outcome played no part in choosing rows. About 2.9% of those tested had a hit in this group.

SMILES	IDE inh	CRFR2-BP antag	CRFR2-BP ag	CHRM5 PAM	M5 antag	CHRM4 agonist	CHRM4 antagonist	M4 PAM	M5 ag
Cc1cc(C(C)(C)C)oc1C(=O)N(CC(=O)NC1CCCC1)c1c(C)cccc1C	6	-66	1.9	-7	25	-1	10	-19	-1
CCOC(=O)C1=C(C)NC(=O)N(C(C)=O)C1c1ccc(Cl)cc1 (stereo unspecified)	7	-23	-1.6	-1	2	3	18	-2	-2
CCn1c(C)cc(C(=O)COC(=O)CNC(=O)c2ccco2)c1C	.	-27	11	-6	8	2	-13	14	0
Cc1ccc(S(=O)(=O)N(C)c2c(C)ccc(S(=O)(=O)N3CCN(C)CC3)c2C)cc1	6	-3	2.7	1	-2	2	-5	8	-1
CCOC(=O)N1CCN(CC(O)COCc2cc(OC)c(OC)c(OC)c2)CC1 (stereo unspecified)	5	-1	-2.2	-4	1	1	-1	-1	-1
C#CCOCCOCCOCCNc1nc(N2CCN(C(=O)C([C@@H](C)CC)n3cc(C(N)CC(C)C)nn3)CC2)nc(N2CCN(C(=O)[C@H](CCC(=O)O)n3cc(C(N)[C@H](C)CC)nn3)CC2)n1 (stereo partly specified)	-5	8	-0.7	-7	17	2	7	8	-1
COc1ccccc1NC(=O)c1cc(C)oc1C	5	-10	20	-3	3	7	0	-8	0
CCOC(=O)C1CCN(S(=O)(=O)c2ccc(C)c(C(=O)NC3CCCCC3)c2)CC1	5	-9	-6.0	-4	4	1	-8	-1	-1
CC1(C(=O)NS(=O)(=O)c2ccc(Cl)cc2)CCN1C(=O)C1(c2ccccc2)CCCC1 (stereo unspecified)	.	.	.	-3	3	-1	4	2	1
COc1ccc(-c2cn[nH]c2N)cc1	2	-38	0.5	1	-1	0	5	0	1
COc1ccc(-c2cc(C(=O)NCc3cccnc3)no2)cc1	-5	15	-2.0	-7	1	-1	14	0	2
CC(=O)Nc1ccc(S(=O)(=O)Nc2cc(C)c(-n3nc4ccccc4n3)cc2O)cc1	-5	-27	1.0	1	2	0	-1	6	4
Cc1cc(C)nc(SC2CC(=O)N(c3ccc(Br)cc3)C2=O)n1 (stereo unspecified)	2	8	-0.4	1	-6	3	-30	12	-3
CCOC(=O)c1cnc2c(c(C)nn2-c2ccc(C)cc2)c1Cl	.	1	2.4	0	6	0	2	2	-2
COc1ccc(OC)c(N(CC(=O)NN=C2CCN(C)CC2)S(=O)(=O)c2ccccc2)c1	-4	-10	1.6	-3	10	-1	-5	-2	-5
CCCCn1c(N)c(N(CC(C)C)C(=O)c2ccncc2)c(=O)[nH]c1=O	-1	8	1.4	-4	-3	0	4	11	5
Cc1nc(NS(=O)(=O)c2ccccc2)sc1C(=O)N/N=C/c1ccccc1	-3	4	-0.6	11	-4	0	7	0	2
CNCc1sccc1C	0	-4	3.5	11	3	3	-10	1	0
O=C(Nc1ccccn1)c1ccc(Cl)c(S(=O)(=O)N2CCCC2)c1	0	-12	1.6	3	6	4	2	3	-3
CC1CCCCN1CCNC(=O)c1cc2c(-c3ccccc3F)nn(C)c2s1 (stereo unspecified)	-3	-6	0.0	-1	-1	2	-2	-6	-2
CCC(C)N(C(=O)C(F)(F)F)C(C(=O)NC1CCCCC1)c1ccncc1 (stereo unspecified)	2	1	-1.0	6	-1	0	15	10	0
CCn1c(C)cc(/C=C2/SC(=O)N(C(C)C(=O)OC)C2=O)c1C (stereo unspecified)	3	9	-5.1	-2	7	3	-12	2	-2
CC(=O)c1ccc(N2CCN(CC(O)COCc3ccco3)CC2)cc1 (stereo unspecified)	-3	9	0.6	-1	1	6	-14	-3	-3
O=C(CSc1ccc(-c2nc3ccccc3[nH]2)cn1)Nc1ccc2c(c1)OCCO2	-2	4	-0.5	-7	5	5	0	-2	3
C=CCn1c(SCC(=O)N2CCN(C(=O)OCC)CC2)nc2c([nH]c3ccccc32)c1=O	.	3	-0.7	1	4	1	-10	0	0

Following part.
SMILES	IDE inh	CRFR2-BP antag	CRFR2-BP ag	CHRM5 PAM	M5 antag	CHRM4 agonist	CHRM4 antagonist	M4 PAM	M5 ag
COC(=O)c1ccc(Nc2nc3ccc(C)cc3n3cnnc23)cc1	4	-13	0.0	7	2	1	6	0	-2
COc1ccc(CCN(C)C2CCCN(S(=O)(=O)N(C)C)C2)cc1OC (stereo unspecified)	-1	17	-1.2	0	4	0	-5	4	-1
COc1ccccc1N1CCN(C2CCCN(C(=O)Cn3cccn3)C2)CC1 (stereo unspecified)	-1	9	-0.8	-6	19	0	2	-1	-5
Nc1nnc(SCC(=O)NCc2ccc3c(c2)OCO3)s1	4	0	0.8	3	-2	1	4	13	-2
CCN(C(=O)COC(=O)/C=C/c1ccco1)c1c(N)n(Cc2ccccc2)c(=O)[nH]c1=O	0	6	2.3	4	3	0	6	2	1
O=C(CCNC(=O)c1ccccc1Cl)Nc1ccc(Cl)c(C(F)(F)F)c1	-2	-19	0.0	-11	5	12	2	-1	2
O=C(Cc1ccccc1)Nc1nonc1NC(=O)c1ccccc1	-1	3	-1.6	-8	0	5	-1	-4	2
CCOC(=O)c1csc(N/N=C2\CCc3ccccc32)n1	6	-10	2.7	1	8	1	-18	5	-6
Cc1ccnc(NC(=O)Cn2ccc([N+](=O)[O-])n2)c1	-3	-6	-1.3	-12	14	8	-10	3	-2
CCCCc1c(O)nc2sc3cc(OC)ccc3n2c1=O	-3	-6	-0.7	-1	13	0	5	4	2
O=C(c1ccccc1NS(=O)(=O)c1ccccc1[N+](=O)[O-])N1CCOCC1	1	15	0.7	-3	5	0	6	-7	-2
O=C(O)CC1C(=O)NCCN1CCCc1ccccc1 (stereo unspecified)	5	6	1.3	1	-2	0	-10	-1	1
COc1ccccc1NC(=O)/C=C\c1ccco1	-2	-20	1.9	-4	6	3	-1	-8	-3
COc1ccc(C2=Nc3ccccc3NC(=O)C2N(CCc2cc(OC)cc(OC)c2)C(C)=O)cc1 (stereo unspecified)	.	.	.	-3	7	7	3	-7	2
CCN(C(=O)CSc1nnnn1-c1ccccc1OC)C1CCS(=O)(=O)C1 (stereo unspecified)	9	2	-1.9	1	3	1	-3	8	3
O=c1[nH]ncn1-c1ccccc1C(F)(F)F	-2	-10	-0.2	1	-9	1	-6	1	-2
C[C@H](CO)N1C[C@H](C)[C@@H](CN(C)S(C)(=O)=O)Oc2ccc(NC(=O)Nc3ccccc3)cc2C1=O	4	1	0.2	22*	0	3	-2	4	2
COc1ccc(-n2nnc3c(=O)n(CC(=O)Nc4cc(C)on4)cnc32)cc1	-4	7	0.6	-5	15	0	3	-1	-4
COc1ccc(Nc2nc(N)nc(CCl)n2)cc1	1	-12	0.4	0	-4	9	-2	-6	2
CC1C(=O)C(C)C(c2cc(Br)ccc2O)NC1c1cc(Br)ccc1O (stereo unspecified)	.	58*	-1.4	-6	1	1	-3	-5	0
O=C(COc1ccccc1Cl)Nc1cc(NC(=O)COc2ccccc2Cl)cc(C(=O)O)c1	.	2	-0.8	-1	-25	0	-3	-2	7
COc1cccc(NC(=O)CSc2nnc(NC(=O)C3CCC3)s2)c1	4	0	-0.3	3	7	2	12	2	2
CCOC(=O)C1CCN(C(=O)CS(=O)(=O)Cc2nc(-c3ccccc3Cl)oc2C)CC1	8	30	-6.5	-18	4	26	-10	-12	5
Cc1cccc(CN2CCC(Oc3ccc(C(=O)N4CCCC4)cc3)CC2)n1	4	-10	0.2	-4	11	1	8	-3	-8
C=CCOc1ccc(C(=O)Nc2ccccc2C(=O)N2CCCC2)cc1	.	23	-13	-3	-2	1	7	0	-1

Following part.
SMILES	IDE inh	CRFR2-BP antag	CRFR2-BP ag	CHRM5 PAM	M5 antag	CHRM4 agonist	CHRM4 antagonist	M4 PAM	M5 ag
Fc1ccc(CN2CCCCCCC2)cc1	-2	-5	0.1	2	-9	1	-10	12	0
CCCC(=O)Nc1nc2ccc(C(=O)OCC)cc2s1	4	-13	3.0	-9	5	1	9	-4	2
CC(=O)Nc1ccc(OC(=O)c2cc3ccccc3oc2=O)cc1	2	-35	2.3	-2	3	1	-9	5	-1
O=C(CNC(=O)c1ccc(F)cc1)c1ccc(Cl)cc1	2	-6	-0.8	-1	0	2	-5	3	0
COc1ccc([N+](=O)[O-])c(OC)c1C(=O)NC(=O)Nc1c(F)c(F)c(F)c(F)c1F	3	-2	3.8	-4	6	0	1	-7	-1
COC(=O)c1ccc(CSc2nc3ccc(C)cc3[nH]2)o1	1	3	0.6	4	-6	1	-7	2	-7
CC1=C(C(=O)OC(C)C)C(c2cccc(F)c2)N2C(=O)C(C)SC2=N1 (stereo unspecified)	2	7	1.3	-2	-5	-2	-8	0	-7
COc1ccc(Cl)cc1NC(=O)CSc1nncn1-c1cccnc1	-1	8	-0.7	15	-12	3	-3	2	0
Cn1ccc(C(=O)N/N=C/c2ccccc2[N+](=O)[O-])n1	1	4	-0.4	-6	11	3	4	-6	0
Cc1cc2c(cc1S(=O)(=O)Nc1cccc(F)c1C)NC(=O)CO2	-1	-2	-2.7	-2	-2	6	-7	2	2
CC1=CC(=O)N(c2cccc3c(N4C(=O)C=C(C)C4=O)cccc23)C1=O	.	9	2.2	-3	12	1	-3	2	4
CC(=O)Nc1ccc(/C=N/OCC(=O)Nc2ccc(C)cc2)cc1	9	10	-1.1	2	2	1	12	-4	-4
CCc1nnc(NC(=O)c2cc([N+](=O)[O-])ccc2N2CCOCC2)s1	2	-15	1.5	8	-9	0	1	-1	-2
COc1ccc(N2C(=O)C(F)(F)C2c2ccccc2F)cc1 (stereo unspecified)	.	9	-1.0	5	-4	-2	6	-2	-10
O=C(Nc1nc2ccccc2s1)C1CC(=O)N(c2ccc(F)cc2)C1 (stereo unspecified)	4	-36	2.1	11	2	2	3	5	-4
Cc1ccc(NC(=O)c2ccc([N+](=O)[O-])cc2Cl)nc1	8	-30	2.3	-6	4	1	-7	5	-2
CCCn1c(SCC(=O)Nc2ccccc2-c2ccccc2)nnc1-c1ccoc1C	2	1	-1.7	-36	9	11	7	-14	-7
C[C@H]1CN([C@@H](C)CO)C(=O)c2cc(C#Cc3cccnc3)cnc2O[C@H]1CN(C)Cc1ccc(F)cc1	.	-4	-1.3	-4	7	3	-28	7	2
Nc1nnc(SCc2ccccc2F)s1	-2	3	0.7	3	-5	1	3	10	-3
CC(C)C(OC(=O)c1cc2occc2n1C)C(=O)NCc1ccc2c(c1)OCO2 (stereo unspecified)	10	3	-2.3	3	-2	3	-13	8	-2
COc1ccccc1C(=O)Nc1ccccc1N1CCN(C(=O)c2ccc(Cl)cc2)CC1	4	-20	1.4	0	7	11	-3	-9	-3
